S3 lipid droplet: qHTS Assay for Lipid Storage Modulators in Drosophila S3 Cells; hit rate 0.64% among 320,000; Drosophila S3 cells, BODIPY lipid droplet fluorescence, 18-24 h; cells fed with added oleic acid; lipid storage change, negative = inhibition, % at the top dose, mostly 46.1 µM; hits show Potency in µM; active = well fitted inhibition curve with a large enough effect in the signal ratio, with a control signal flat, not every such curve was filed as active; inconclusive = small, poorly fitted or top-dose-only effect, or effect the other way, or a change in a side signal; the % refers to the signal ratio
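Drosophila S3 cells got compounds at several concentrations plus oleic acid (400 uM solution). Laser-scanning cytometry with 488 nm excitation read lipid droplets at 500-530 nm and cells at 575-640 nm. Percent activity was relative to 20 uM Triacsin C.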
S3 lipid droplet cell count max: second read-out of S3 lipid droplet, no call of its own (marks repeat the call); cell number change, %; measured here: cell count max response;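 cells counted by Cell Tracker Red CMTPX staining in the red channel; peak over a dose series mostly up to 46.1 µM; percent activity relative to internal control wells on each plate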
Active calls of the source: *; i = inactive; ? = inconclusive; nt = not tested or not shown. % is scaled to controls: 0 for no effect and ±100 for the full control effect; potency is read from the fitted curve at half-maximal effect. Only part of the results is shown, so the mix of outcomes need not match the whole.

SMILES	S3 lipid droplet	S3 lipid droplet cell count max
Cc1ccccc1NC(=O)c1ccc([N+](=O)[O-])o1	?	nt
Cc1ccc(C(=O)NNC(=O)Cc2csc(-c3csc(C)n3)n2)cc1	5.1%	nt
CCOC(=O)c1c(NC(=O)C(=O)N/N=C/c2ccc(OCC)cc2)sc2c1CCCCC2	?	nt
COc1ccc(COCC(O)CN2CCOCC2)cc1OC (centres undefined)	?	nt
Cc1ccc(-c2nnn(CC(=O)Nc3ccc(S(=O)(=O)N4CCC(C)CC4)cc3)n2)cc1	?	nt
Cc1ccc2[nH]c3c(c2c1)CN(C(=O)CN1CCCCC1)CC3	-1.1%	-5.4
Nc1c(C(=O)NCc2ccccc2)c2nc3ccccc3nc2n1-c1ccc2c(c1)OCO2	?	nt
NC(=O)COC(=O)c1c2c(nc3ccccc13)CCCC2	?	nt
CCN(CC)CCNC(=O)CN1C(=O)COc2ccc(S(=O)(=O)N3CCOCC3)cc21	?	nt
Cc1ccc(N2C(=O)C3CCCN3C2=S)cc1Cl (centres undefined)	-10.9%	-20.6
CCOC(=O)c1[nH]c2ccc(Cl)cc2c1NC(=O)c1nonc1C	-8.0%	-14.5
CC(=O)c1ccc(NC(=O)c2cc3ccccc3o2)cc1	7.4%	-10.6
COc1ccc(C(=O)/C=C2\NCCc3cc(OC)c(OC)cc32)cc1OC	-5.7%	-9.6
O=C(NNC(=O)c1ccncc1)Nc1cccc([N+](=O)[O-])c1	?	nt
CCCOC(=O)Nc1ccc(C(N)=O)cc1	?	nt
CC(C)NC(=O)c1ccc2c(=O)n(C3CCCC3)c(=S)[nH]c2c1	?	nt
CCOc1ccc(NC(=O)CN2CCN(CC(=O)Nc3ccc4c(c3)OCO4)CC2)cc1	?	nt
COc1cc2nc(C3CCC3)n(NC(=O)c3ccco3)c(=O)c2cc1OC	-4.3%	6.5
CCc1ccc(CNCc2ccc(F)cc2)cc1	5.1%	8.1
CC(=O)c1ccc(NC(=O)CSc2ccsc2[N+](=O)[O-])cc1	?	nt

Three of the entries above in order of their number in S3 lipid droplet, low to high:
SMILES	S3 lipid droplet	S3 lipid droplet cell count max
Cc1ccc(N2C(=O)C3CCCN3C2=S)cc1Cl (centres undefined)	-10.9%	-20.6
COc1cc2nc(C3CCC3)n(NC(=O)c3ccco3)c(=O)c2cc1OC	-4.3%	6.5
Cc1ccc2[nH]c3c(c2c1)CN(C(=O)CN1CCCCC1)CC3	-1.1%	-5.4

Later entries:
SMILES	S3 lipid droplet	S3 lipid droplet cell count max
COc1cccc(NC(=O)CN(C)C(=O)c2c(-c3ccccc3)noc2C)c1	-3.5%	17.3
Cc1cccc(OC(C)C(=O)Nc2ccc(S(=O)(=O)N3CCCC3)cc2)c1 (centres undefined)	?	nt
CCn1c(SCC(=O)O)nnc1-c1ccc2[nH]c(C)c(C)c2c1	-10.9%	29.8
O=C(Nc1ccc(F)c(Cl)c1)c1cc(-c2ccco2)on1	?	nt
COc1ccc(C2CC(=O)c3sc(NC(C)=O)nc3C2)cc1 (centres undefined)	-1.0%	20.9
Cc1ccc2c(c1)N(CC(=O)N1CCN(c3nc4ccccc4s3)CC1)C(=O)C(C)O2 (centres undefined)	?	nt
COc1cccc2cc3c(=O)oc4ccccc4c3nc12	-23.1%	-0.8
CC(C)C(NC(=O)c1ccc(C(C)(C)C)cc1)C(=O)Nc1ccc(N2CCOCC2)cc1 (centres undefined)	9.7%	14.1
CC(C)NC(=O)NC(=O)CN1c2cccc3cccc(c23)S1(=O)=O	?	nt
Cc1nc2cc(C(=O)OCC(=O)Nc3cccc(Cl)c3)ccc2n1-c1ccccc1	9.2%	16.2
COc1ccc2c(c1)c(=O)cc(-c1ccccc1)n2C	1.0%	8.3
Cc1nn(C)c(C(=O)N2CCN(C(=O)c3ccco3)CC2)c1[N+](=O)[O-]	-27.6%	0.2
COc1ccc(-c2cc3nc4c(c(N5CCC6(CC5)OCCO6)n3n2)CCC4)cc1	18.1%	-10.9
O=C(c1ccc(Cl)cc1)[C@@H]1[C@@H]2C(=O)N(c3cccc4ccccc34)C(=O)[C@@H]2C2c3ccccc3C=NN21 (some centres undefined)	?	nt
COc1cccc(CNC(=O)CCS(=O)(=O)c2ccc3c(c2)NC(=O)CS3)c1	?	nt
O=C(C1CCCN(S(=O)(=O)c2ccccc2)C1)N1CCCc2ccccc21 (centres undefined)	0.2%	-15.6
O=C1c2[nH]nc(-c3ccccc3O)c2C(c2ccccc2)N1Cc1ccco1 (centres undefined)	?	nt
COc1cccc(NC(=O)C(=O)NCCCN2CCCC2=O)c1	-22.5%	-14.5
CC(=O)c1ccc(O)c(CC=C(C)C)c1	10.2%	3.0
CCOc1ccccc1N1CC(C(=O)N2CCc3ccccc3C2)CC1=O (centres undefined)	?	nt
Cc1ccc2c(c1)cc(C(=O)N[C@@H](Cc1ccccc1)C(=O)O)n2C	i	nt
O=C(CN(c1ccccn1)S(=O)(=O)c1ccc(F)cc1)Nc1ccc(F)cc1F	?	nt
COc1ccc(OC)c(C2=C/C(=C/c3ccccn3)C(=O)O2)c1	2.2%	0.8
CCC(Cc1ccccc1)NC(=O)c1ccc2nc(N3CCOCC3)sc2c1 (centres undefined)	?	nt
CCCn1c(C)cc(/C=C(\C#N)C(=O)OCC(=O)NC(=O)NCC)c1C	?	nt
COc1nc(NCCO)nc(Nc2cc(Cl)ccc2OC)n1	?	nt
COc1cccc(N2CCN(C(=O)c3cccnc3)CC2)c1	?	nt
O=C(CSc1nc2ccc(NC(=O)c3ccccc3C(=O)O)cc2s1)Nc1c(Cl)cccc1Cl	?	nt
COc1ccccc1C(=O)NC(CCSC)C(=O)NNC(=O)c1ccccc1O (centres undefined)	1.2%	3.4
Cc1cc(C)c(C#N)c(SCC(=O)c2ccccc2)n1	5.4%	4.1
COc1ccc(CN=Nc2cc(C)nc(NS(=O)(=O)c3ccccc3Cl)n2)cc1	?	nt
CN1C(=O)/C(=C/c2ccc(OCc3ccccc3F)cc2)N(C)C1=S	19.9%	7.3
O=C(O)C1CC(O)CN1C(=S)Nc1ccccc1 (centres undefined)	7.9%	0.6
CCOc1cc(N2CCOCC2)c(OCC)cc1NC(=O)c1nn(CC)c(=O)c2ccccc12	?	nt
O=C(O)Cc1csc(-c2cccc(Oc3ccccc3)c2)n1	?	-1.0
CCCC(c1nnnn1C1CCCCC1)N1CCN(c2ncccn2)CC1 (centres undefined)	15.2%	-15.5
COC(=O)/C(=C\Nc1ccc(Cl)cc1Cl)NC(=O)c1ccccc1	?	nt
CCOC(=O)c1cc2ccc(OC)cc2oc1=O	1.5%	-21.7
O=C(CSc1ccc(Cl)cc1)NC1CCCC1	-7.2%	-7.5
Oc1ccc(N2CCN(CC(O)c3ccccc3)CC2)cc1 (centres undefined)	i	3.6

Four records picked at random from those above:
SMILES	S3 lipid droplet	S3 lipid droplet cell count max
Cc1ccc2c(c1)cc(C(=O)N[C@@H](Cc1ccccc1)C(=O)O)n2C	i	nt
O=C(CSc1nc2ccc(NC(=O)c3ccccc3C(=O)O)cc2s1)Nc1c(Cl)cccc1Cl	?	nt
CCOc1cc(N2CCOCC2)c(OCC)cc1NC(=O)c1nn(CC)c(=O)c2ccccc12	?	nt
CCCC(c1nnnn1C1CCCCC1)N1CCN(c2ncccn2)CC1 (centres undefined)	15.2%	-15.5

Remaining list, next part
SMILES	S3 lipid droplet	S3 lipid droplet cell count max
O=C(Nc1cc(C(F)(F)F)ccc1N1CCOCC1)c1cccs1	?	nt
Cn1nc(C(=O)Nc2ccc(S(=O)(=O)NCc3ccco3)cc2)c2ccccc2c1=O	5.2%	1.1
CC1CCc2cc(F)ccc2N1C(=O)CN1C(=O)c2ccccc2C1=O (centres undefined)	16.7%	-14.2
CCOc1ccccc1/C=N/NC(=O)c1cccc(S(=O)(=O)N2CCOCC2)c1	-25.0%	-13.5
CCOC(=O)c1cc(-c2csc(Nc3ccccc3Cl)n2)on1	-0.6%	19.5
CCOc1ccc(CN(C)CC(=O)Nc2cccc(S(=O)(=O)N(C)c3ccccc3)c2)cc1	?	nt
C/C(=N/NC(=O)c1sc(NS(=O)(=O)c2ccc(C)cc2)nc1C)c1sc(N)nc1C	?	nt
O=C(c1ccccc1)c1ccc2c(c1)OCCOCCOCCO2	6.0%	6.5
CCN1C(=O)NC(c2ccccc2)C1=O (centres undefined)	?	nt
COc1ccc(NC(=O)CSc2n[nH]c(=O)n2Cc2ccccc2)cc1Cl	?	nt
Cc1ccc(Nc2nc(-c3cccnc3)cs2)cc1C	-0.6%	-20.2
CCOc1cccc(-c2cc(=O)[nH][nH]2)c1	-0.3%	-4.6
COc1ccc(S(N)(=O)=O)cc1C(=O)NCCCN1CCN(c2cccc(Cl)c2)CC1	?	nt
Cc1cc(=O)[nH]c(S)c1C#N	-1.2%	nt
CNC(=S)NNC(=O)c1cccn(Cc2cccc(Cl)c2)c1=O	-5.9%	12.1
COc1ccccc1CNC(=O)c1cccc2c1C(=O)N(Cc1cccnc1)C2	-2.3%	15.6
CCOC(=O)n1cc(C(=O)c2ccccc2O)cn1	?	nt
COc1ccc(C(=O)/C=C/Nc2ccc(NC(C)=O)cc2)cc1OC	-7.2%	17.4
O=C(NC1CCCC1)C(c1ccc(Cl)cc1)N(C(=O)c1csnn1)C1CC1 (centres undefined)	-21.7%	12.1
COCc1c(C(=O)NC2CCCCCC2)oc2ccccc12	?	nt
C=CCn1c(C(C)NC(=O)c2ccccc2)n[nH]c1=S (centres undefined)	?	nt
COc1ccccc1NC(=O)C(C)OC(=O)Cn1cnc2c1c(=O)n(C)c(=O)n2C (centres undefined)	?	nt
Cc1ccc(S(=O)(=O)N2CCN(C(=O)CCC(=O)NCc3cccc(C(F)(F)F)c3)CC2)cc1	?	nt
Cc1ccc(CNC(=O)c2ccccc2NC(=O)CN2CC(C)OC(C)C2)cc1 (centres undefined)	?	nt
CC(C)CNC(=O)c1ccccc1NC(=O)CSCc1ccccc1	3.4%	8.5
CCC(C)[C@H](NC(=O)[C@@H]1CSC2c3ccccc3C(=O)N21)C(=O)NCc1ccco1 (some centres undefined)	?	nt
Cc1ccsc1C(=O)NC(C)c1ccccc1 (centres undefined)	?	nt
CCCC(C(=O)Nc1ccncc1)c1ccccc1 (centres undefined)	-23.4%	-6.2
CC1CCN(c2cc(N3CCN(C(=O)c4ccc(F)c(F)c4)CC3)c([N+](=O)[O-])cc2F)CC1	?	nt
Cc1nc(-c2ccccc2)c(Cc2ccccc2O)c(=O)[nH]1	22.7%	14.6
CN(C)c1ccc(C(O)P(=O)(OC2CCCCC2)OC2CCCCC2)cc1 (centres undefined)	11.8%	4.0
COC(=O)C(Cc1ccccc1)NC(=O)CNC(=O)c1sc2ccccc2c1Cl (centres undefined)	1.84µM*	-4.6*
N#CC1=C(O)CCCn2c1nc1ccccc1c2=O	3.3%	2.7
CCOC(=O)Cn1nc(CC)c2ccccc2c1=O	?	nt
CCOc1ccc(C2CC(c3cccc(OC)c3)n3nc(N)nc3N2)cc1 (centres undefined)	i	nt
CC(=O)Nc1cc2c(cc1NC(=O)Cn1nc(-c3ccccc3)ccc1=O)OCCO2	?	nt
O=C(NC(=S)Nc1ccc2oc(=O)ccc2c1)c1cc2ccccc2o1	?	nt
Cn1ccnc1SCC(=O)Nc1ccc2c(c1)OCCO2	?	nt
COc1ccc(SCC(=O)Nc2ccccc2Cl)cc1	?	nt
Cc1ccc2nc(-c3cc(-c4ccccc4)no3)cn2c1	-5.2%	19.5

Next part, starting with the last 6 of the part before.
SMILES	S3 lipid droplet	S3 lipid droplet cell count max
CCOc1ccc(C2CC(c3cccc(OC)c3)n3nc(N)nc3N2)cc1 (centres undefined)	i	nt
CC(=O)Nc1cc2c(cc1NC(=O)Cn1nc(-c3ccccc3)ccc1=O)OCCO2	?	nt
O=C(NC(=S)Nc1ccc2oc(=O)ccc2c1)c1cc2ccccc2o1	?	nt
Cn1ccnc1SCC(=O)Nc1ccc2c(c1)OCCO2	?	nt
COc1ccc(SCC(=O)Nc2ccccc2Cl)cc1	?	nt
Cc1ccc2nc(-c3cc(-c4ccccc4)no3)cn2c1	-5.2%	19.5
CCOC(=O)CSc1nc(N)c2c3c(sc2n1)CCCC3	?	nt
Cc1nc2ccccn2c1C(=O)N/N=C/c1ccccc1[N+](=O)[O-]	-2.7%	nt
CCN1CCN(c2c(S(=O)(=O)c3ccc(C)c(C)c3)cnc3ccc(F)cc23)CC1	-9.1%	-11.0
Cc1ccc(CN2CCN(Cc3c(C)nn(C(C)C)c3C)CC2CCO)o1 (centres undefined)	?	nt
O=C(Nc1nnc(S(=O)(=O)N2CCCC2)s1)c1ccccc1F	?	nt
O=C(O)/C(=C\c1ccc(Cl)c([N+](=O)[O-])c1)c1ccc(S(=O)(=O)N2CCCC2)s1	?	nt
CCCCNC(=O)Cn1nc(-c2ccc(C)cc2)ccc1=O	25.0%	16.4
CC(C)CC(=O)N1CCC(O)(CS(=O)(=O)c2ccc(Cl)c(Cl)c2)CC1	0.8%	-5.1
CN(C(=O)CCc1nnc(Cc2ccc(-c3ccccc3)cc2)o1)C1CCOCC1	0.3%	9.6
COc1ccc(C(C)C)cc1S(=O)(=O)N1CCN(c2ccccc2)CC1	-6.0%	-9.1
NC(Cc1ccc2nonc2c1)C(=O)O (centres undefined)	0.7%	6.6
O=C(CSc1ccc(-c2ccccn2)nn1)Nc1ccc(F)c(F)c1	i	2.9
CCC1C/C(=C/c2ccco2)C(=O)/C(=C/c2ccco2)C1 (centres undefined)	?	nt
O=C(NCC(=O)N(c1cccnc1)C(C(=O)NC1CCCCC1)c1ccccc1F)c1ccco1 (centres undefined)	?	nt
CC(C)C[C@H](NC(=O)c1nc[nH]c1C(=O)N1CCN(C(=O)OC(C)(C)C)CC1)C(=O)OCc1ccccc1	-23.7%	-15.4

Screening data (PubChem BioAssay)
